VEEV TC-83 Vero: inhibitors of VEEV TC-83 cytopathic effect, confirmation, Vero cells (AID 588727). Vero cells, VEEV TC-83 cytopathic effect inhibition; higher % means a stronger effect. inhibition, % at 20 µM; hits with a dose series show IC50 in µM. 0.13% of 350,000 active; in the data active means a potency from the dose series; inconclusive means inhibition mostly from about 14% at the one dose, without a potency; inactive means the rest, 99 in 100 with inhibition below about 12%; further: strong numbers were not always called active
* = called active by the depositor; i = inactive; ? = inconclusive. These rows are one share of the data (hit frequency here may not be typical).

Compound	VEEV TC-83 Vero
COC(=O)C[C@@H]1C[C@H]2c3cc(NS(C)(=O)=O)ccc3O[C@H]2[C@H](CO)O1	3.9%
Cn1c(=O)c2c(-c3ccccc3)n(-c3ccccc3)cc2n(C)c1=O	7.5%
O=C(c1ccc(N2C(=O)c3ccccc3C2=O)cc1)N1CCN(S(=O)(=O)c2ccccc2F)CC1	i
O=C1OC(O)c2cccc3cccc1c23 (centres undefined)	1.8%
Cc1ccc([C@H]2C[C@@H](n3cc(-c4ccc(F)cc4)nn3)[C@H](O)CN2C(=O)c2cccs2)cc1	5.4%
O=C(O)c1cnc2ccc(Cl)cc2n1	2.5%
O=C1NC(=O)C2C3OC(C(Br)C3Br)C12 (centres undefined)	5.0%
COc1ccc([C@H]2N[C@]3(CCCN(Cc4ccc(Cl)cc4)C3=O)[C@H]3C(=O)N(Cc4ccccc4)C(=O)[C@@H]23)cc1	3.6%
O=C(Nc1ccc(F)cc1)N1Cc2ccccc2-n2nncc2C1	0.3%
O=C1NN(c2ccccc2)C(=O)C1=Cc1ccccc1	i
Cc1ccccc1Nc1nc(N)nc(COC(=O)c2nn(C)c(=O)c3ccccc23)n1	0.9%
Cc1cccc(S(=O)(=O)N(C)C[C@H]2OCc3cnnn3CCCC(=O)N([C@@H](C)CO)C[C@H]2C)c1	i
COc1cc(/C=N/NC(=O)c2nnn(-c3nonc3N)c2C)ccc1OCc1ccc(Cl)cc1	i
O=C(c1cccs1)N1C[C@@H](O)[C@H](n2cc(-c3ccc(F)cc3)nn2)C[C@@H]1c1ccc(Cl)cc1	2.8%
O=C1NC(Cc2ccc(O)cc2)c2nc3ccc(F)cc3c(=O)n2-c2ncccc21 (centres undefined)	2.5%
Cc1ccn2c(-c3csc(Nc4ccc(C(=O)O)cc4)n3)c(C)nc2c1	i
O=C(C[C@H]1C(=O)N(Cc2cccnc2)C[C@@H]1Cc1ccccc1)Nc1ccc(Br)cc1	4.8%
C[C@@H]1CN([C@H](C)CO)C(=O)CCCn2nncc2CO[C@@H]1CN(C)C(=O)CCC(F)(F)F	3.1%
O=C(Nc1ccn(CCCN2CCN(c3ncccn3)CC2)c(=O)n1)OCc1ccccc1	1.3%
CC1=C(C(=O)N2CCOCC2)CC(CC(=O)NCCCCc2ccccc2)C(=O)N1Cc1ccc(C(C)(C)C)cc1 (centres undefined)	i

An excerpt from above in order of number of heavy atoms, ascending.
Compound	VEEV TC-83 Vero
O=C(O)c1cnc2ccc(Cl)cc2n1	2.5%
O=C1OC(O)c2cccc3cccc1c23 (centres undefined)	1.8%
O=C1NN(c2ccccc2)C(=O)C1=Cc1ccccc1	i
O=C(Nc1ccc(F)cc1)N1Cc2ccccc2-n2nncc2C1	0.3%
Cn1c(=O)c2c(-c3ccccc3)n(-c3ccccc3)cc2n(C)c1=O	7.5%
Cc1ccn2c(-c3csc(Nc4ccc(C(=O)O)cc4)n3)c(C)nc2c1	i
O=C1NC(Cc2ccc(O)cc2)c2nc3ccc(F)cc3c(=O)n2-c2ncccc21 (centres undefined)	2.5%
Cc1ccccc1Nc1nc(N)nc(COC(=O)c2nn(C)c(=O)c3ccccc23)n1	0.9%
C[C@@H]1CN([C@H](C)CO)C(=O)CCCn2nncc2CO[C@@H]1CN(C)C(=O)CCC(F)(F)F	3.1%
O=C(Nc1ccn(CCCN2CCN(c3ncccn3)CC2)c(=O)n1)OCc1ccccc1	1.3%
COc1cc(/C=N/NC(=O)c2nnn(-c3nonc3N)c2C)ccc1OCc1ccc(Cl)cc1	i
O=C(c1ccc(N2C(=O)c3ccccc3C2=O)cc1)N1CCN(S(=O)(=O)c2ccccc2F)CC1	i
COc1ccc([C@H]2N[C@]3(CCCN(Cc4ccc(Cl)cc4)C3=O)[C@H]3C(=O)N(Cc4ccccc4)C(=O)[C@@H]23)cc1	3.6%
CC1=C(C(=O)N2CCOCC2)CC(CC(=O)NCCCCc2ccccc2)C(=O)N1Cc1ccc(C(C)(C)C)cc1 (centres undefined)	i

Next entries:
Compound	VEEV TC-83 Vero
COCCCNC1=C(C#N)C(=O)NC(c2cccc([N+](=O)[O-])c2)S1 (centres undefined)	2.3%
CCCCCC(=O)N1C[C@@H](O)[C@H](n2cc(COC(=O)c3ccccc3)nn2)C[C@@H]1c1ccc(C)cc1	0.3%
O=C1OCCC1=COCCCCOC=C1CCOC1=O	1.2%
Cc1ccc(S(=O)(=O)NN=C2CCc3ccccc32)cc1	1.4%
C[C@@H]1CN([C@@H](C)CO)C(=O)c2cc(Br)cnc2O[C@H]1CN(C)Cc1cccnc1	i
Cc1onc(-c2ccccc2)c1-c1nnc(COC(=O)c2ccc(F)cc2)o1	0.6%
C=CCn1c(SCC(=O)Nc2c(C)n(C)n(-c3ccccc3)c2=O)nnc1-c1ccncc1	3.0%
CC[C@H](C)[C@H]1CNC(=S)N1CC1CCN(CCC(C)C)CC1	i
CN(c1ccccc1)S(=O)(=O)c1cccc(C(=O)NCC(c2cccs2)N2CCOCC2)c1 (centres undefined)	4.0%
CC(Oc1ccccc1)C(=O)N1CCN(S(=O)(=O)c2ccc(OC(F)(F)F)cc2)CC1 (centres undefined)	i
CCN(CC)S(=O)(=O)c1ccc(O)c(C(=O)OCC(=O)N2CCCc3ccccc32)c1	0.9%
COc1ccc(CCN2CC(C(=O)OCC(=O)c3c(N)n(CC(C)C)c(=O)n(C)c3=O)CC2=O)cc1OC (centres undefined)	i
C[C@H](CO)N1C[C@H](C)[C@@H](CN(C)C(=O)Nc2ccc(F)cc2)Oc2ncc(-c3ccc(F)cc3)cc2C1=O	3.3%
COC(=O)N(C)C[C@H]1OCc2cnnn2CCCC(=O)N([C@@H](C)CO)C[C@@H]1C	i
COc1ccc(CNC(=O)C[C@@H]2C[C@H]3c4cc(NC(=O)C5CCC5)ccc4O[C@H]3[C@@H](CO)O2)cc1	0.7%
O=S(=O)(c1ccc(NC(=S)N2CCCCC2CO)cc1)N1CCOCC1 (centres undefined)	0.1%
CC(=Nc1ccccc1)C1=C(O)C(Cc2ccc(F)cc2)NC1=O (centres undefined)	2.1%
O=C(Nc1ccccc1)C1=C(Nc2ccccc2)CSC1	10%
COc1ccc(C)cc1-n1c(SCC(=O)N2CCOCC2)nc2ccccc2c1=O	1.1%
Cc1ccc(S(=O)(=O)N(C)C[C@H]2OCCCC[C@@H](C)Oc3ccc(NC(=O)Cc4ccccc4)cc3C(=O)N([C@H](C)CO)C[C@@H]2C)cc1	i
Cc1cc(/C=C(\C#N)C(=O)NCc2ccccc2)c(C)[nH]1	3.8%
CCc1cc(C(=O)OCC(=O)NCCc2ccccc2)sc1C	2.1%
CC(C)CCN1CCC[C@]2(N[C@H](c3ccccc3)[C@@H]3C(=O)N(Cc4ccccc4)C(=O)[C@@H]32)C1=O	i
CN(C)CCN(C(=O)C1CCCCC1)c1nc2cc3c(cc2s1)OCCO3	0.3%
NS(=O)(=O)c1ccc(CCNC(=O)C2CCCN2C(=O)c2cccs2)cc1 (centres undefined)	2.5%
COc1ccc(S(=O)(=O)N2CCOCC2)cc1C(=O)Nc1cccc(C(=O)NC2CC2)c1	0.9%
COc1ccc(NC(=O)/C(Cl)=C(/Cl)S(=O)Cc2ccccc2Cl)cn1 (centres undefined)	i
COc1ccc(C(C)=NNS(=O)(=O)c2ccc(C)cc2)cc1OC	0.7%
O=C(OCCOc1ccccc1)c1cc(S(=O)(=O)N2CCOCC2)c(Cl)cc1Cl	i
C[C@@H]1CN([C@H](C)CO)S(=O)(=O)c2ccc(C#CC3CCCC3)cc2O[C@H]1CN(C)C(=O)Cc1ccccc1	1.0%
CC(C)C1C(=O)N(Cc2cn(CCC3OCCO3)nn2)CCS(=O)(=O)N1Cc1ccc(-c2ccc(F)nc2)cc1 (centres undefined)	1.5%
c1ccc2c(c1)nc(N1CCCCCC1)c1nncn12	0.0%
O=C(Nc1ccnn1C1CCN(C(=O)c2cccnc2)CC1)c1cccc(F)c1	1.7%
CN(C)c1ccc(C(=O)C=Cc2ccc([N+](=O)[O-])cc2)cc1	0.1%
COc1cccc2c(=O)c3c(oc12)CCCC3	0.5%
CC(=O)c1sc(NC(=O)CCS(=O)(=O)c2ccc(F)cc2)nc1C	?
CC1=C(C(=O)N(C)C)CC(CC(=O)NCc2cccs2)C(=O)N1Cc1ccccc1 (centres undefined)	i
CC(C)CN(C(=O)CSc1nc2ccccc2[nH]1)c1c(N)n(Cc2ccccc2)c(=O)[nH]c1=O	0.0%
CCC(CC)c1nnc(NC(=O)Cc2c[nH]c3ccccc23)s1	3.5%
CCCCN1C(=O)C(CC(=O)NC2CCCC2)CC(C(=O)N2CCOCC2)=C1C (centres undefined)	0.4%
CN(C)c1ccc(C=O)c(Oc2ccccc2)c1	i
O=C(O)C(Cc1ccccc1)N1C(=O)C=CC1=O (centres undefined)	i
Clc1ccc2nc(C(Cl)(Cl)Cl)[nH]c2c1	1.3%
COc1ccc(-c2csc(N(CCCN(C)C)C(=O)c3ccc(OC)c(OC)c3)n2)cc1	i
O=C(C1CCCCC1)N1C[C@H](O)[C@@H](n2cc(-c3ccc(F)cc3)nn2)C[C@@H]1c1ccccc1	1.4%
CNC(=O)C[C@@H]1C(=O)N(c2ccc(OC)cc2)CC1(C)C	0.5%
Cc1cccc(OCCNC(=O)c2cc(C3CC3)nc3c2cnn3C(C)C)c1	i
COc1ccc(C(=O)CC(c2ccc3c(c2)OCO3)c2c(O)c3ccccc3oc2=O)cc1OC (centres undefined)	1.4%
Cc1ccc(S(=O)(=O)C=CS(=O)(=O)c2ccc(C)cc2)cc1	0.4%
COc1cccc(OC)c1C(=O)NCc1ccco1	1.2%

Later entries
Compound	VEEV TC-83 Vero
COc1ccccc1C(=O)COC(=O)C1CCN(S(=O)(=O)c2ccccc2)CC1	0.9%
CCCCCCn1c(=O)n2n(c1=O)C[C@]1(OC(=O)NCc3ccccc3)CN(S(=O)(=O)c3ccc(C)cc3)C[C@]1(O)C2	2.2%
COC(=O)c1ccc(CNC(=O)C2CCC(=O)N(CCc3ccccn3)C2)cc1 (centres undefined)	3.5%
COc1cc(C=C(C#N)c2ccc([N+](=O)[O-])cc2)ccc1O	5.7%
CC1CCCN(S(=O)(=O)c2cccc(C(=O)NCCCN3CCCC3=O)c2)C1 (centres undefined)	i
Cc1ccc(S(=O)(=O)N2CCCCC2)cc1NCC(=O)Nc1ccc(Br)cc1F	?
Cc1ccc(C)c(OCc2cc(C(=O)N3CCN(C4CCCCC4)CC3)no2)c1	i
COc1ccc(-c2cc(C(F)(F)F)n3nc(C(N)=O)cc3n2)cc1	7.2%
CSc1ncccc1C(=O)NNC(=O)c1csc(N2CCOCC2)n1	0.5%
COc1ccc(S(=O)(=O)N=N/C=C2\C=CC=CN2O)cc1OC	0.2%

No new results follow: 2 of the compounds above.
Compound	VEEV TC-83 Vero
CC1CCCN(S(=O)(=O)c2cccc(C(=O)NCCCN3CCCC3=O)c2)C1 (centres undefined)	i
Cc1ccc(S(=O)(=O)N2CCCCC2)cc1NCC(=O)Nc1ccc(Br)cc1F	?

(further entries)
Compound	VEEV TC-83 Vero
CC(OCC(O)CN1CCN(S(=O)(=O)c2ccc(Cl)cc2)CC1)c1ccc(Cl)cc1 (centres undefined)	i
Cc1nccn1CCC(=O)NC1CCCc2c1cnn2-c1ccc(C(C)(C)C)cc1 (centres undefined)	i
CN(C(=O)CCN1C(=O)/C(=C/c2ccc(F)cc2)SC1=S)C1CCS(=O)(=O)C1 (centres undefined)	25%
CSc1nsc(NN)n1	1.4%
COc1cccc(S(=O)(=O)N(C)C[C@@H]2OCc3cn(nn3)CCCC(=O)N([C@H](C)CO)C[C@H]2C)c1	1.1%
COCCNC(=S)N1CCC(C(=O)c2ccc(Cl)cc2)CC1	i
CC(C)[C@H](N)C(=O)N[C@H]1CCC2C3CC=C4C[C@@H](O)CC[C@]4(C)C3CC[C@@]21C (some centres undefined)	?
C[C@@H]1CCCCO[C@H](CN(C)Cc2ccc(Cl)c(Cl)c2)[C@H](C)CN([C@@H](C)CO)C(=O)c2cc(NC(=O)Nc3ccc(F)cc3)ccc2O1	2.4%
O=C(COC(=O)c1c(F)cccc1F)Nc1cccc(S(=O)(=O)N2CCCCC2)c1	i
COc1ccccc1CCC(=O)Nc1ccc(S(=O)(=O)Nc2ncccn2)cc1	0.6%
O=C(COC(=O)Cc1c[nH]c2ccccc12)Nc1ccc(Cl)cc1	0.7%
COCCn1c(=S)[nH]c2cc(C(=O)NCc3ccccc3)ccc2c1=O	i
O=C(c1ccco1)N1CCC2CC1c1c(Cl)cccc12 (centres undefined)	0.8%
COc1ccccc1CC1CC(=O)N(c2ccc([N+](=O)[O-])cc2)C1=O (centres undefined)	i
COc1ccc(C2CC(=O)C=C3c4ccc(OC)cc4CCC32)cc1 (centres undefined)	2.4%
COc1cccc(S(=O)(=O)N(C)C[C@H]2OCc3cnnn3CCCC(=O)N([C@H](C)CO)C[C@H]2C)c1	3.3%
N/C(Cc1ccc(Cl)cc1)=N\OC(=O)CCc1ccccc1	0.5%
C[C@H]1CN([C@@H](C)CO)C(=O)CCCn2cc(nn2)CO[C@@H]1CN(C)S(C)(=O)=O	0.4%
CCCN(C(=O)COC(=O)CCC(=O)c1ccccc1)c1c(N)n(Cc2ccccc2)c(=O)[nH]c1=O	1.6%
C[C@@H]1CN([C@H](C)CO)S(=O)(=O)c2ccc(Br)cc2O[C@@H]1CN(C)C(=O)Nc1ccc(C(F)(F)F)cc1	0.5%
O=c1[nH]cc(S(=O)(=O)N2CCN(c3ccc(F)cc3)CC2)c(=O)[nH]1	0.2%
